Screening data deposited in PubChem by several laboratories.
GPR35 antagonists – inhibition of zaprinast-stimulated GPR35 beta-arrestin translocation – imaging, U2OS, beta-arrestin-GFP, zaprinast agonist, primary screen (AID 2058) | U2OS GPR35 beta-arrestin-GFP translocation imaging, zaprinast antagonism; higher % means a stronger effect | inhibition, % at 10 µM; hits with a dose series show IC50 in µM | 0.052% of 290,000 active;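 active = inhibition of at least 50% with at least 30 cells and total cytoplasm GFP at most 10,000,000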
Dengue-2 NS5 capping – Dengue-2 NS5 methyltransferase inhibitors, primary screen, biochemical, confirmation dose response (AID 588689); Dengue-2 NS5 methyltransferase capping enzyme assay, biochemical; higher % means a stronger effect; inhibition, % at 25 µM, or IC50 in µM where a hit was titrated; 0.3% of 340,000 active; in the data active = a potency from the dose series
AID2073 – disruptors of CaV2.2 binding to Mint1 – biochemical, HTRF (AID 2073). HTRF protein-protein interaction, Mint1-CaV2.2; higher % means a stronger effect. inhibition, % at 20 µM, or IC50 in µM where a hit was titrated. 0.19% of 290,000 active; in the data active = inhibition mostly above about 51%, no sharp cut-off; note: some results filed as inactive read as strong as hits
GPR55 antagonists – inhibition of LPI-stimulated GPR55 beta-arrestin translocation – imaging, U2OS, beta-arrestin-GFP, LPI agonist, primary screen (AID 2013); U2OS GPR55 beta-arrestin-GFP translocation imaging, LPI antagonism; higher % means a stronger effect; inhibition, % at 10 µM, or IC50 in µM where a hit was titrated; 0.13% of 290,000 active;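 active = spots per cell inhibited over 60%, with over 100 cells counted and total cytoplasm intensity under 500,000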;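 note: U2OS cells stably carrying GPR55 and arrestin-GFP stimulated by 5 µM LPI near EC80; imaged beta-arrestin-GFP aggregate spots per cell after agonist stimulation; plate controls were LPI-stimulated DMSO wells for no effect and DMSO wells without LPI for full effect; some results filed as inactive read as strong as hits; confirmed hits need IC50 under 10 µM and bright autofluorescent wells are also inconclusive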
GPR55 activation – GPR55 agonists via beta-arrestin recruitment, primary screen, imaging, U2OS cells, beta-arrestin-GFP redistribution (AID 1961); U2OS GPR55 beta-arrestin-GFP redistribution imaging; higher % means a stronger effect; activation, % at 10 µM; hits with a dose series show EC50 in µM; 0.048% of 290,000 active;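 active = activation above 40% with more than 50 cells counted in the well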;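 note: U2OS osteosarcoma cells stably expressing GPR55 and beta-arrestin-GFP; plate controls were DMSO negative control for no effect and LPI positive control for full effect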
HIV fusion peptide – cell-free HIV fusion peptide-binding blockers – biochemical, uHTS, fluorescence dequenching, primary screen (AID 1986); cell-free peptide binding, fluorescence dequenching, 30 min; higher % means a stronger effect; one-dose inhibition, % at 20 µM; IC50 in µM for titrated hits; 0.3% of 290,000 active; in the data active = inhibition mostly above about 52%, no sharp cut-off; inactive = mostly below about 76%; note: some results filed as inactive read as strong as hits
Siah-1 displacement – blockers of Siah-1 interaction with plectin peptide – biochemical, fluorescence polarization, rhodamine-plectin, uHTS, primary screen (AID 1817); 0.02% of 290,000 active; displacement, % at 20 µM; hits with a dose series show IC50 in µM; Siah-1 / rhodamine-plectin peptide fluorescence polarization; higher % means a stronger effect;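 active = displacement of at least 50% at 20 µM, with a fluorescence ratio check between 0.3 and a set limit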;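 note: plate controls were Siah plus tracer with DMSO for no effect and tracer alone without Siah for full effect; strong numbers were not always called active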
NTR1 agonist – agonists of NTR1, primary screen, imaging, U2OS cells, beta-arrestin-GFP, high content (AID 493036) | P30989 | NTR1-U2OS beta-arrestin-GFP spot imaging, agonist mode | activation, % at 20 µM | 0.17% of 330,000 active;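 active = activation at or above 40% of the spot to cytoplasm intensity ratio, with at least 20 cells analyzed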;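 note: 0% = DMSO without peptide and 100% = 100 nM NTR1 peptide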
Target sequence (P30989 whole entry, looked up): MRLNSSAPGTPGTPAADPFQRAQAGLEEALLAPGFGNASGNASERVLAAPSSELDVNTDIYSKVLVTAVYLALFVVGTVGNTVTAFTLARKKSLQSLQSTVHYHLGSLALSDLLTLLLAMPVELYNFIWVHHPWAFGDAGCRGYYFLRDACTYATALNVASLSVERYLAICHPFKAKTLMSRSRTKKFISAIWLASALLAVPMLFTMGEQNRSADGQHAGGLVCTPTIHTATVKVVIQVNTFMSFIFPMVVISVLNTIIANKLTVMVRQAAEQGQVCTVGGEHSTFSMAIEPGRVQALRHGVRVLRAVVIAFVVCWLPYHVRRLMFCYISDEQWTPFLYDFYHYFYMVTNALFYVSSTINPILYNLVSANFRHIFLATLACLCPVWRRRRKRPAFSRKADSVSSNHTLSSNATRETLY
UTI89 phage lysis – protection from phage-mediated lysis, alamar blue read-out – E. coli UTI89, K1F phage, bacterial capsule biogenesis inhibitors (AID 488966); E. coli UTI89 K1F phage lysis, alamar blue, 2 h; higher % means a stronger effect; one-dose inhibition, % at 100 µM; IC50 in µM for titrated hits; 0.02% of 340,000 active;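 active = phage lysis inhibition, versus mean bacterial control, above a set limit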;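 note: capsule biogenesis inhibitors block K1F phage lysis so surviving cells raise fluorescence; higher fluorescence means more inhibition of phage lysis; actives were called in the ten point dose series up to 300 µM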
NTR1 agonist cell count 20 µM – also measured in NTR1 agonist; calls as there; cell count; measured here: cell count, cytotoxicity flag
Dengue-2 NS5 capping pilot replicate – also measured in Dengue-2 NS5 capping; calls as there; inhibition, %; measured here: pilot screen replicate inhibition
An asterisk follows results filed as active; x = no result given; [ ] = remark or other dose.

SMILES	GPR35 antagonists	Dengue-2 NS5 capping	AID2073	GPR55 antagonists	GPR55 activation	HIV fusion peptide	Siah-1 displacement	NTR1 agonist	NTR1 agonist cell count 20 µM	UTI89 phage lysis	others
O=C(NC(Cc1ccccc1)C(=O)O)/C(=C/c1cccc([N+](=O)[O-])c1)NC(=O)c1cccc(Br)c1 (stereo unspecified)	-7.2%	1.8%	5.9%	4.0%	-0.1%	4.8%	1.9%	1.2	38	0.2%
c1ccc(-n2c(-c3ccncc3)nnc2-c2cccs2)cc1	1.1%	-8.1%	15.5%	5.9%	-0.1%	3.9%	2.8%	-1.5	73	-0.4%
CC(/C=N/NC(=O)Cc1cc(=O)[nH][nH]1)=C\c1ccccc1	8.7%	9.7%	-8.1%	-10.8%	0.0%	38.9%	-3.7%	0.8	38	-0.2%
O=C1NC2(CCCCC2)C(=O)N1CCS(=O)(=O)Oc1ccccc1	5.9%	-2.0%	-2.5%	-6.2%	0.0%	3.7%	2.4%	0.6	61	0.1%
CCCCNC(=S)N(C)/N=C/c1c(C)[nH]c2ccccc12	-19.1%	1.3%	-3.9%	17.1%	0.3%	7.5%	-0.9%	8.2	50	2.4%[50 µM]
c1ccc(CN2CCN(C(c3ccccc3)c3ccccc3)CC2)cc1	-0.2%	5.4%	4.3%	19.7%	-0.2%	-1.0%	-1.3%	4.9	55	-1.4%
CCOCC(=O)Nc1cccc(Br)c1	4.9%	8.1%	-6.1%	-5.7%	-0.1%	-0.8%	2.6%	0.8	31	-0.1%
CC(=O)Nc1ccc(S(=O)(=O)NCCCc2ccccc2)cc1	-2.8%	2.3%	-0.4%	-31.8%	-0.1%	-1.5%	-1.0%	-1.2	49	0.3%
CC1CCN(C(c2ccc(N(C)C)cc2)c2nnnn2Cc2ccc(F)cc2)CC1 (stereo unspecified)	9.5%	-6.2%	-12.2%	5.3%	-0.3%	-2.3%	-5.4%	1.5	74	0.3%
O=C(NC(=S)Nc1cccc(NC(=O)c2ccc(Cl)cc2Cl)c1)c1cccs1	-4.7%	2.6%	-5.0%	7.3%	0.0%	-0.8%	5.9%	1.9	37	0.1%
CC(C)(C)c1cc(NC(=O)CSc2nnc(N)s2)n(-c2ccccc2)n1	11.9%	-9.7%	-15.8%	5.4%	0.2%	0.8%	-3.9%	0.9	47	2.5%[50 µM]
Cc1sc2nc(CC(N)=O)[nH]c(=O)c2c1-c1ccccc1	10.0%	-1.6%	5.3%	3.8%	-0.1%	-1.3%	2.2%	0.3	45	2.2%[50 µM]

Overlap with the part before: 6 compounds, followed by the next part.
SMILES	GPR35 antagonists	Dengue-2 NS5 capping	AID2073	GPR55 antagonists	GPR55 activation	HIV fusion peptide	Siah-1 displacement	NTR1 agonist	NTR1 agonist cell count 20 µM	UTI89 phage lysis	others
CCOCC(=O)Nc1cccc(Br)c1	4.9%	8.1%	-6.1%	-5.7%	-0.1%	-0.8%	2.6%	0.8	31	-0.1%
CC(=O)Nc1ccc(S(=O)(=O)NCCCc2ccccc2)cc1	-2.8%	2.3%	-0.4%	-31.8%	-0.1%	-1.5%	-1.0%	-1.2	49	0.3%
CC1CCN(C(c2ccc(N(C)C)cc2)c2nnnn2Cc2ccc(F)cc2)CC1 (stereo unspecified)	9.5%	-6.2%	-12.2%	5.3%	-0.3%	-2.3%	-5.4%	1.5	74	0.3%
O=C(NC(=S)Nc1cccc(NC(=O)c2ccc(Cl)cc2Cl)c1)c1cccs1	-4.7%	2.6%	-5.0%	7.3%	0.0%	-0.8%	5.9%	1.9	37	0.1%
CC(C)(C)c1cc(NC(=O)CSc2nnc(N)s2)n(-c2ccccc2)n1	11.9%	-9.7%	-15.8%	5.4%	0.2%	0.8%	-3.9%	0.9	47	2.5%[50 µM]
Cc1sc2nc(CC(N)=O)[nH]c(=O)c2c1-c1ccccc1	10.0%	-1.6%	5.3%	3.8%	-0.1%	-1.3%	2.2%	0.3	45	2.2%[50 µM]
COc1ccc(C(=O)COc2ccc(C)cc2NC(C)=O)cc1	-1.4%	x	-1.3%	2.5%	0.3%	0.1%	-0.8%	-0.1	54	x
CC(=O)N/C(=C/c1ccccc1)C(=O)NC(Cc1ccccc1)C(=O)O (stereo unspecified)	-0.4%	-1.3%	-3.5%	10.1%	0.9%	-1.0%	2.6%	-1.0	77	0.5%[50 µM]
Cn1ncc2c(NCc3cccc(C(F)(F)F)c3)c(C(=O)O)cnc21	-8.6%	x	13.3%	-7.7%	0.0%	10.4%	6.6%	0.6	43	x
c1ccc(-c2cn3c(n2)-c2ccccc2C3)cc1	1.7%	-3.9%	19.6%	-3.0%	0.4%	-1.8%	0.4%	-1.0	58	-0.1%
COc1ccc(NC(=O)Cn2nnc(C(N)=O)c2N)c(OC)c1	2.8%	-1.6%	2.2%	16.7%	-0.2%	1.1%	1.0%	-5.4	89	-2.2%
C=CCn1c(C)cc(C(=O)CSc2n[nH]c(N)n2)c1C	0.8%	-15.0%	-7.7%	-2.6%	-0.1%	0.8%	-0.7%	4.9	63	0.4%
O=C(NCC(c1cccs1)N1CCOCC1)c1ccco1 (stereo unspecified)	9.8%	5.0%	-6.7%	9.9%	0.0%	2.5%	2.9%	1.4	73	0.7%	Dengue-2 NS5 capping pilot replicate=-0.9
Cc1cc(Cl)ccc1OCCCC(=O)NCc1ccncc1	16.0%	-2.6%	-0.8%	14.7%	-0.1%	-1.2%	-6.3%	0.5	80	1.4%[50 µM]
Cc1cc(N2CCN(c3nnnn3-c3ccccc3)CC2)n2ncnc2n1	1.0%	-2.4%	-7.7%	3.5%	-0.2%	2.1%	1.2%	-3.0	80	3.6%
CCc1ccc(OCCNC(=O)c2ccccc2SCc2ccc(F)cc2)cc1	11.9%	-2.5%	-2.0%	34.7%	0.3%	1.4%	4.0%	8.7	99	0.0%	Dengue-2 NS5 capping pilot replicate=-2.1
CN(C)S(=O)(=O)c1cccc(C(=O)NCC2(N3CCOCC3)CCCCC2)c1	3.3%	-1.6%	-12.0%	2.1%	-0.3%	0.1%	9.1%	-0.8	55	1.3%[50 µM]
COc1cc(/C=C/C(=O)OCC(=O)Nc2ccccc2Sc2ccc(Cl)cc2)ccc1O	-2.6%	-3.2%	5.4%	11.3%	-0.3%	2.0%	10.1%	18.3	57	-1.3%[50 µM]
O=C(CN1C(=O)NC2(CCc3ccccc3C2)C1=O)NCc1ccco1 (stereo unspecified)	4.2%	-14.0%	11.5%	-4.5%	0.4%	0.0%	7.6%	-0.3	35	-0.5%
CN1CCN(C(=O)C(N)Cc2ccccc2)CC1 (stereo unspecified)	2.6%	-8.7%	-2.3%	12.4%	0.3%	-0.3%	-2.1%	1.9	53	-0.2%
COCc1c(C#N)c(NCCc2ccc(F)cc2)nc(C)c1[N+](=O)[O-]	-7.2%	5.2%	14.4%	-21.3%	-0.4%	1.2%	4.7%	2.0	64	5.6%
COc1ccccc1Nc1nc(C)nc2c1oc1ccccc12	-11.3%	0.7%	13.6%	5.9%	-0.1%	2.3%	0.6%	3.4	93	0.9%
COCCCn1c(=O)/c(=C\c2cccc(OC)c2OC)s/c1=C(/C#N)C(=O)Nc1ccc(C(=O)O)cc1	51.4%	-40.0%	15.1%	-8.2%	-0.2%	54.1%	-1.2%	2.7	66	0.1%
COc1nc2ccccc2c(=O)n1OCC(C)C	18.8%	-8.1%	-2.7%	-5.3%	-0.3%	-5.2%	-6.6%	-0.3	82	0.4%
CC(C)Cc1nc(SCC(=O)Nc2ccc(S(N)(=O)=O)cc2)n[nH]1	17.6%	-1.0%	2.0%	2.4%	0.0%	0.1%	-0.8%	0.4	56	-0.1%
CC(C)C(O)(C#CCN1CCCCC1)c1ccccc1 (stereo unspecified)	1.4%	-3.5%	3.0%	8.6%	0.3%	0.8%	1.6%	-0.2	47	0.3%
COc1ccccc1C1=NOC(Cn2c(NCCOCCO)nc3c2c(=O)n(C)c(=O)n3C)C1 (stereo unspecified)	-12.8%	x	-7.7%	-0.7%	-0.1%	-1.6%	-0.2%	-0.6	56	x
O=C(CNC(=O)c1ccccc1Br)N/N=C/c1ccccc1O	10.1%	-3.0%	8.4%	3.9%	0.3%	1.4%	3.8%	-0.1	48	-1.0%
O=C(CCCc1c[nH]c2ccccc12)N[C@@H](Cc1c[nH]c2ccccc12)C(=O)O	-9.0%	-3.3%	10.1%	-0.5%	0.0%	2.8%	2.4%	0.7	98	0.2%
CC(C)N(C(=S)NCc1ccccc1)c1ccccc1	17.2%	-3.7%	2.5%	10.9%	0.2%	1.1%	-5.0%	0.2	43	-0.7%
COc1ccccc1C(CC(=O)Nc1ccccc1C)c1ccc(OC(C)C)cc1 (stereo unspecified)	5.0%	-15.3%	6.4%	3.0%	-0.2%	-0.9%	-3.5%	-0.1	79	0.4%
O=[N+]([O-])c1cc(Cl)ccc1Sc1cccc2cccnc12	-21.3%	-4.9%	-3.8%	13.5%	-0.1%	1.5%	1.5%	2.2	65	-0.3%
Cc1cc(C2=NNC(=NCCc3ccccc3)SC2)c(C)n1-c1c(C)n(C)n(-c2ccccc2)c1=O	-25.1%	-8.7%	26.4%	-4.0%	0.0%	-0.8%	-6.0%	1.7	49	0.1%
CCCc1nc2oc(C(=O)c3ccccc3)c(N)c2c2c1COC(C)(C)C2	-15.4%	-2.8%	0.2%	14.4%	-0.1%	1.7%	-0.3%	9.5	46	4.4%
O=C(Oc1nsnc1N1CCOCC1)N(c1ccccc1)c1ccccc1	5.7%	-3.2%	-7.4%	17.2%	-0.2%	-1.8%	-6.7%	3.9	67	0.5%
COc1ccc(-c2cc(C(=O)N3CCN(c4ccccc4)CC3)c3ccccc3n2)cc1	-2.8%	-16.1%	29.0%	-12.2%	-0.3%	-1.0%	8.4%	0.0	89	-0.2%
Cc1ccc(NC(=O)COc2ncnc3cc([N+](=O)[O-])ccc23)cc1S(=O)(=O)N1CCOCC1	15.1%	-18.3%	4.9%	-2.1%	0.2%	-2.1%	10.0%	-1.4	65	0.8%
COCCn1c(SCC(=O)Nc2ccccc2OC)nc2c([nH]c3ccccc32)c1=O	1.8%	5.8%	4.1%	13.4%	0.0%	-1.0%	2.3%	6.4	61	0.0%
Cc1ccc2c(c1)C(c1ccccc1)N(C(=O)c1ccc(Br)cc1)CC(=O)N2 (stereo unspecified)	-8.0%	0.0%	-13.3%	9.3%	0.3%	1.1%	2.8%	x	x	-0.5%[50 µM]

Not a hit list, and some 1.2% of all compounds hit somewhere here.
